D3 ag: qHTS of D3 Dopamine Receptor Agonist: qHTS. D(3) dopamine receptor (Homo sapiens), P35462. D3R DiscoveRx beta-arrestin cells, luminescence, 90 min. max activation, %. 410,000 tested, 0.58% active; in the data active means max activation above about 30%; further: 0% is about no effect; mostly tested at two doses, the higher about 12 µM
Target sequence (P35462 whole entry, looked up): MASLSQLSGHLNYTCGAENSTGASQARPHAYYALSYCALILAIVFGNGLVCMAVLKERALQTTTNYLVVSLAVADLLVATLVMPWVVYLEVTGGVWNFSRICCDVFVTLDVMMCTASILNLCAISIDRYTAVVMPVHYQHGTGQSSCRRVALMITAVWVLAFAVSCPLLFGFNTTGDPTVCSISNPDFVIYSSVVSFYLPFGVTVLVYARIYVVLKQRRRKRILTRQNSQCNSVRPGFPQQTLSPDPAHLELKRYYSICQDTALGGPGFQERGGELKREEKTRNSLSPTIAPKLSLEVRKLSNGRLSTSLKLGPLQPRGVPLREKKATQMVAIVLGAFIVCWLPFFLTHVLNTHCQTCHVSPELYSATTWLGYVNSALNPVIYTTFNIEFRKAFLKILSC
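Cells at 1500/well, incubated overnight, then treated with pinned compounds (dopamine as control) for 90 min at 37 degrees C. DiscoveRx reagent added for 30 - 60 minutes at room temperature; luminescence read.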
IL-1B inflam inh: qHTS for Inhibitors of Inflammasome Signaling: IL-1-beta AlphaLISA Primary Screen; THP-1 LPS/ATP IL-1B secretion, AlphaLISA, 16 h; active compounds read low; activity change, % at 57.5 µM; 360,000 tested, 4.7% active; in the data active means activity change below about -50%; inconclusive means mostly about -30% to -49%; further: on the % scale 0 is the no-effect control and ±100 the full control effect
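THP-1 cells pretreated 1 hr with compounds (up to 57.5 uM final), then stimulated with LPS (250 ng/mL final) plus ATP (1.25 mM final); secreted IL-1B measured by AlphaLISA after 16 hr, decreased signal indicating inhibition.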
MCF10A rerep: A quantitative high throughput screen for small molecules that induce DNA re-replication in MCF 10a normal breast cells | MCF 10A DNA re-replication, Hoechst nuclear intensity, 48 h | Potency, µM (doses to about 46.1 µM), for inactives: at the highest dose activity, positive = re-replication, usual class: activators | 350,000 tested, 2.9% active; further: potency means the concentration at half of the fitted maximal effect; % of control where 0% means no effect; nearly all actives have a fitted effect of over 50% in size
KB-3-1 cytotox: qHTS assay for MDR1-selective chemotherapeutics: Primary screen using the parental adenocarcinoma cell KB-3-1; KB-3-1 viability, CellTiter-Glo ATP luminescence, 72 h; Potency, µM (titrated, usually from 46.1 µM), for the others: top-dose activity change, negative = cytotoxic, most hits filed as cytotoxic; 400,000 tested, 1.4% active; AID 1347075, 2019; further: potency means the concentration at half of the fitted maximal effect; on the % scale 0 is the no-effect control and ±100 the full control effect; nearly all actives have a fitted effect of over 60% in size
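72 h, 37 °C compound treatment of KB-3-1 parental cells; CellTiter-Glo added, 10 min, luminescence read. Data corrected against DMSO-only plates and normalized before curve fitting.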
HT1080 IDH1KD tx: qHTS for induction of synthetic lethality in tumor cells producing 2HG: qHTS for the HT-1080-IDH1KD cell line | HT-1080 IDH1 knockdown viability, ATP luminescence, 48 h | Potency, µM (top dose mostly 46.1 µM), inactives show at the highest dose activity, negative = toxicity, usual class: cytotoxic | AID 686971, 2013 | 360,000 tested, 2% active;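 further: potency means the concentration at half of the fitted maximal effect; 0% = DMSO wells and -100% = cell-free medium wells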
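Using the IDH1-knockdown HT-1080 line run in the same batch and compound series as the NT line, viability after 48 h at 37 °C was determined by CellTiter-Glo luminescence and expressed as % activity.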
HT1080-NT tox: qHTS for induction of synthetic lethality in tumor cells producing 2HG: qHTS for the HT-1080-NT fibrosarcoma cell line; HT-1080-NT fibrosarcoma viability, CellTiter-Glo ATP luminescence, 48 h; Potency, µM (top dose mostly 46.1 µM), inactives show at the highest dose activity, negative = less viability, hits mostly cytotoxic; 360,000 tested, 1.6% active; AID 686970, 2013;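 further: NT is the 2HG producing partner of a matched IDH1 knockdown line; potency means the concentration at half of the fitted maximal effect; 0% = DMSO-treated cells and -100% = media-only wells without cells; nearly all actives have a fitted effect of over 55% in size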
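Fibrosarcoma NT cells, 750 per well in 5% FBS RPMI, were exposed to compound for 48 hours. Viability: CellTiter-Glo luminescence.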
GLP1R cytotox: qHTS of GLP-1 Receptor Inverse Agonists: Cytotox Screen; HEK293 cAMP-luciferase reporter cells, luminescence, 24 h; Potency, µM (series often up to 38.3 µM), for the others: top-dose activity change, negative = inhibition, hits mostly inhibitors; 410,000 tested, 0.13% active; AID 624418, 2012;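 further: loss of luciferase light is scored as toxicity; potency means the concentration at half of the fitted maximal effect; on the % scale 0 is the no-effect control and ±100 the full control effect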
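Step one: seed cells (200 cells/uL, DMEM with 10% Nu serum, 1% pen-strep). Step two: 12-hour incubation at 37 deg C. Step three: pin 23 nL compound, incubate 24 hr. Step four: add luciferase reagent, read luminescence 12 min later.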
KB-V1 cytotox: qHTS assay for MDR1-selective chemotherapeutics: Primary screen using the drug-selected MDR subline cells KB-V1; Potency, µM (highest dose often 46.1 µM), for the others: at the highest dose activity change, negative = cytotoxicity, actives largely listed as cytotoxic; KB-V1 MDR cells viability, CellTiter-Glo, 72 h; AID 1347076, 2019; 400,000 tested, 3.4% active; further: potency means the concentration at half of the fitted maximal effect; on the % scale 0 is the no-effect control and ±100 the full control effect; nearly all actives have a fitted effect of over 60% in size
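Luminescent ATP read-out (CellTiter-Glo, 10 min) measures survival of drug-selected KB-V1 MDR cells after 72 h, 37 degrees C compound exposure. Medium: phenol-red-free DMEM, 10% FBS. Values from fitted concentration-response curves.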
SW480 rereplic: A quantitative high throughput screen for small molecules that induce DNA re-replication in SW480 colon adenocarcinoma cells. SW480 DNA re-replication, Hoechst DNA content imaging, 48 h. 340,000 tested, 1.8% active. Potency, µM (titrated, usually from 46.1 µM), for inactives: at the highest dose re-replication activation, usual class: activators; further: potency means the concentration at half of the fitted maximal effect; % of control where 0% means no effect; nearly all actives have a fitted effect of over 55% in size
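Readout is total intensity of Hoechst-stained nuclei, excited at 405 nm and collected at 500-530 nm. Compound treatment lasted 48 hr at 37 C in 5% CO2 before staining.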
An asterisk follows results filed as active; u = inconclusive; x = not tested or not shown; & = joins results of further samples; [ ] = dose if it differs, or a comment. Unless noted, the call rests on the fitted dose curve; in most records, active means well fitted curve in the direction sought with a large enough effect; inconclusive means small, poorly fitted or top-dose-only effect, or another doubt; inactive means no such curve, though single readings can be large; an effect the other way counts as inactive or inconclusive. This is a random part of the collection (roughly 11% active in at least one column).

SMILES | D3 ag | IL-1B inflam inh | MCF10A rerep | KB-3-1 cytotox | HT1080 IDH1KD tx | HT1080-NT tox | GLP1R cytotox | KB-V1 cytotox | SW480 rereplic
COC(=O)c1ccc(OCC(=O)Nc2ccccc2C(=O)NC2CC2)cc1 | 1 | 16 | -4% | 0% | -9% | -1% | 6% | 0% | -3%
CCN(CC)C(=S)NC(=O)Cc1ccccc1 | 3 | 11 | -3% | -4% | 8% | 10% | -1% | 0% | 5%
COCCNCCCOc1ccc(C(C)(C)c2ccccc2)cc1 | -7 | -23 | 21µM* | -1% | 4% | -1% | -5% | u | 2%
Cc1ccccc1NC(=O)c1ccc(F)c(S(=O)(=O)NCC2CCCO2)c1 (stereo unspecified) | 24 | 29 | 3% | -9% | 0% | 6% | -1% | -2% | -22%
COc1ccc([C@H]2CC(=O)C[C@@H](CCn3cc(CCc4ccccc4)nn3)O2)cc1 | 1 | 9 | x | 14% | 8% | 7% | -2% | u | x
O=C(c1cccs1)N1CCN=C1SCc1ccccc1F | 9 | u | 0% | 17% | -18% | -5% | -11%[0.307 µM] | 0% | -3%
CCc1ccc(C(=O)NNC(=O)[C@H](C)NC(=O)c2ccco2)cc1 | -19 | 9 | -7% | 19% | 8% | 2% | -9% | 5% | 0%
CCOc1ccc(C2CC(c3cccc(C)c3)n3ncnc3N2)cc1 (stereo unspecified) | -14 | -12 | 0% | -4% | -7% | 4% | -6% | 11% | -1%
COc1cc(OC)c(NC(C)C(=O)N2CCCC2)cc1Cl (stereo unspecified) | -4 | -25 | u | 0% | 2% | 2% | -3% | -16% | 11%
O=C(Nc1ccc(C(=O)OCc2cc(=O)n3nc(C4CC4)sc3n2)cc1)c1ccccc1 | -2 | x | x | 0% | x | x | -10% | -22% | x
CC(C)NC(=S)Nc1cccc2cnccc12 | 1 | 43 | 9% | 17% | 7% | 3% | -6% | 19% | 3%
CCOc1ccc(NC(=O)C(Cc2ccccc2)N2C(=O)c3cccc4cccc(c34)C2=O)cc1 (stereo unspecified) | 1 | 93 | 8.2µM* | u | -20% | -18% | 5% | u | 9.2µM*
CCCc1cc(NCc2ccccn2)n2c(nc3ccccc32)c1C#N | -1 | -10 | u | -3% | 0% | -2% | 0%[0.307 µM] | u | u
Nn1c(SCC(=O)Nc2ccc3c(c2)OCO3)nnc1C1CC1 | 0 | 7 | -1% | 0% | 0% | 0% | -6% | -9% | -1%
FC(F)(F)C12CC(c3ccccc3)=NCCN1CCN2 (stereo unspecified) | -6 | -24 | 102%[0.0737 µM] | -3% | -15% | -12% | 1% | 4% | u
CCOC(=O)C1CCN(C(=O)C2CCN(C3=NS(=O)(=O)C(c4ccc(C)cc4)=C3CC)CC2)CC1 | -16 | x | x | 2% | x | x | -2% | -2% | x
Cc1ccc(-c2cc(-c3ccccc3)c(C#N)c(N)n2)o1 | 1 | 0 | 18µM* | 0% | -8% | -1% | 138%[activator] | -31% | 18µM*
CC(C)CN(CCNC(=O)c1cc(-c2cccs2)nc2ccccc12)CC(C)C | 0 | x | x | 3% | x | x | 5% | -20% | x
O=C(NC(C(=O)N/N=C/c1c2ccccc2cc2ccccc12)c1n[nH]c(=O)c2ccccc12)c1ccccc1 (stereo unspecified) | 3 | u | 2.1µM* | -2% | -4% | -3% | 105%[activator] | 0% | 8.2µM*
CN(C)S(=O)(=O)c1cccc(NC(=O)c2cccc(S(=O)(=O)N3CCCCCC3)c2)c1 | -2 | -15 | u | u | -20% | -7% | 5% | u | 4%
CCN(CC)c1nc(C)nc2c1cnn2CCc1ccccc1 | -1 | u | -9% | -11% | -16% | -2% | 8% | -11% | -2%
O=C(NCC(c1ccco1)N1CCc2ccccc21)C(=O)Nc1ccccc1F (stereo unspecified) | -6 | -7 | u | 15µM* | -18% | -3% | 4% | 16µM* | u
COc1ccc(OC(C)C(=O)Nc2ccccc2F)cc1 (stereo unspecified) | 3 | 0 | -12% | -3% | 2% | 1% | -32% | 3% | -4%
Cc1ccc(C(=O)N/C(=C\c2ccco2)C(=O)NCCCn2ccnc2)cc1 | -2 | 1 | 0% | 1% | 24% | 17% | 14% | u | -1%
CCOc1ccc(OCC(=O)c2c(O)c3ccccc3oc2=O)cc1 | -13 | 17 | u | -14% | 0%[9.24 µM] | 9% | -2% | u | -8%
CN(C1CCCCC1)S(=O)(=O)c1cc2c(cc1Cl)NC(=O)CO2 | 1 | 11 | 6% | -8% | -11% | -16% | -1% | u | -5%
CCc1c(C)c2cc(Cl)c(O)c(CN(CC)CC)c2oc1=O | 3 | 3 | u | 7% | -19% | -1%[9.24 µM] | x | 9% | -2%
COc1ccc(C(=O)N2CCN=C2SCc2cccnc2)c(OC)c1 | -1 | -10 | 4% | -3% | -4% | -2% | -29% | u | -3%
Cc1cccc(C)c1NC(=O)C(=O)NCCCN1CCOCC1 | 5 | u | 9% | 3% | -46% | -2% | -25% | 4% | 2%
COc1ccc(N(CC(=O)NCCC2=CCCCC2)S(C)(=O)=O)cc1 | 4 | 5 | -6% | -6% | -1% | 5% | -7% | -7% | 7%
O=C(COc1ccccc1-c1nc(-c2ccccc2)no1)Nc1ccc([N+](=O)[O-])cc1 | 6 | x | x | -4% | x | x | 2% | 9% | x
CN(C(=O)CCc1nc(-c2ccccc2F)no1)c1ccccc1 | 2 | -2 | -1% | -2% | 7% | -2% | -3% | -35% | -9%
COc1ccc(OC)c(C(=O)NC2CCSc3ccccc32)c1 (stereo unspecified) | 23 | -13 | 9% | 6% | -3% | 2% | 18% | -2% | -21%
CC(C)c1cc(Cn2c3ccccc3c(=O)n2C(C)Cn2cc(C3=CCCCC3)nn2)on1 (stereo unspecified) | -4 | -28 | x | -9% | 1% | -6% | -14% | u | x
CC(=O)c1ccc(S(=O)(=O)N(C)CC(=O)Nc2cc(C)on2)cc1 | 2 | 15 | -3% | 4% | 3% | 7% | 13% | 8% | -25%
CC(=O)c1cccc(NC(=O)c2sc(-n3nc(C)c(CCC(C)C)c3C)nc2C)c1 | 10 | x | x | -1% | x | x | 10% | -6% | x
CC(=O)c1ccc(NC(=O)c2noc3c2CCc2ccccc2-3)cc1 | -8 | x | x | 7% | x | x | 30% | 11% | x
N#Cc1nc(COc2ccccc2Cl)oc1NCc1cccnc1 | 3 | -3 | 3% | 15% | 4% | 4% | -26% | 3% | 1%
CC1=C(c2ccc(C)c(C)c2)S(=O)(=O)N=C1N1CCC(C(=O)N2CCCCC2)CC1 | -6 | x | x | -12% | x | x | -9% | -5% | x
CCOc1ccc(-n2c(SCC(=O)N3CCC(C(=O)O)CC3)nc3ccccc3c2=O)cc1 | 5 | 6 | -8% | -1% | 13% | 23% | -2% | 29% | 1%
COc1ccc(OC)c(CCNC(=O)c2c(C)nn(-c3ccc(F)cc3)c2-n2cccc2)c1 | 4 | x | x | u | x | x | 1% | 12µM* | x
CCC(C)c1cc(S(=O)(=O)N2CCOCC2)ccc1OC (stereo unspecified) | 1 | -7 | -1% | -6% | -1% | 0% | -3% | 1% | 2%
CCOC(=O)c1c(-c2ccc(OC)cc2)csc1NC(=O)CSc1ccccc1 | -7 | -12 | 7.3µM* | u | -4% | 1% | 4% | -5% | 8%
COC(=O)C(CCSC)NC(=O)c1cc2c(n(-c3ccccc3)c1=O)CC(C)(C)CC2=O (stereo unspecified) | -13&-14 | -4 | 17% | 19%&-4% | 1% | 13% | 12%&-4% | 9%&-10% | -3%
Cc1cccc(C(=O)N2CCC(c3nc(-c4ccc(S(=O)(=O)N5CCOCC5)cc4)no3)CC2)c1 | 13 | -53* | 4% | 2% | -1% | 6% | -24% | -1% | 3%
CCCc1nc2ccccc2c(C(=O)OCC(=O)Nc2cccc(S(=O)(=O)N3CCOCC3)c2)c1CC | 1 | -10 | u | u | u | u | -4% | u | 11%
CCn1c(SCC(=O)N=Nc2c(O)[nH]c3ccccc23)nc2ccccc21 | 1 | 1 | 5% | -2% | -7% | -13% | -18% | -3% | 1%
CCOC(=O)c1ccccc1NC(=O)CN1CCCN(Cc2cccc(Cl)c2)S1(=O)=O | 6 | x | x | 2% | x | x | 1% | -13% | x
O=Cc1c(Sc2ccccn2)nc2ccccn2c1=O | 3 | -86* | 2% | u | -24% | -4% | -30% | 45% | 13%
COc1ccccc1N(CC(=O)NCC1CCCO1)C(=O)CNS(=O)(=O)c1ccc(Cl)cc1 (stereo unspecified) | 2 | -10 | 0% | 18% | 6% | 0% | 3% | -11% | 0.73µM*
COC(=O)CCCn1cc(CN(C)C2CN(Cc3cn(CCCC(=O)OC)nn3)S(=O)(=O)C2)nn1 (stereo unspecified) | 2 | 28 | x | 5% | 0% | 19% | -4% | -2% | x
Cc1c(NC(=O)CCCCCN2C(=O)c3ccccc3C2=O)c(=O)n(-c2ccccc2)n1C | -10 | 10 | 2% | -5% | 0% | 6% | 7% | u | -11%

Bioassay records: PubChem, National Center for Advancing Translational Sciences (NCATS)
